Bioassay records (PubChem BioAssay)
Granule exo inh = blocks lytic granule exocytosis; TALL-104 LAMP-1 surface exposure, flow cytometry; cells stimulated with thapsigargin and PMA; inhibition, % at 10 µM; 360,000 tested, 0.66% active; AID 651702;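 active means inhibition above about 55%, limit read from the data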
H9c2 protect = protects H9c2 cardiomyocytes from peroxide injury. H2O2 injury protection, ATPLite, 2 h. protection from H2O2 cell death, % at 20 µM. 360,000 tested, 0.63% active. AID 588492;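 active means compounds giving at least 50% protection of heart cells from peroxide-induced death in the single-dose screen, raw or plate-pattern-corrected value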;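 further: 0% = DMSO wells with peroxide and 100% = DMSO wells without peroxide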
MC4R antagonist = antagonists of human melanocortin 4 receptor (MC4R). P32245. MC4R-expressing cells, MTII-stimulated cAMP, LANCE TR-FRET. inhibition, % at 6.5 µM. 360,000 tested, 0.48% active;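 active means inhibition above its plate's cutoff, the mean of tested wells on that plate plus 3 SD, cut at about 29% in these data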;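 further: 0% = Melanotan II alone and 100% = Melanotan II plus saturating MCL0020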
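Test system: U2OS cells stably expressing human melanocortin 4 receptor (MC4R); also added: Melanotan II challenge; compound: 6.5 µM single dose; timing: 30-min compound preincubation, 1-h Melanotan II challenge, 1-h detection, room temperature; signal: Eu-cAMP/anti-cAMP TR-FRET, emission 671 nm; repeats: one well per compound, no replicates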
CaV13 ICDI inh = Primary screen for inhibitors of IQ motif and Ca2+-dependent inactivation inhibitor domain binding in CACNA1D, Förster resonance energy transfer in living cells, … | inhibition, % at 12.3 µM | 340,000 tested, 0.098% active | HEK cells, CFP/YFP FRET ICDI-IQ, plate reader, 10 min; percent FRET-ratio fall versus neutral wells;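 active means mean replicate inhibition of at least 30% and at least 1% of replicates passing that level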;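 further: 0% = median of the neutral control wells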
MC4R ag barr = agonists of human melanocortin 4 receptor (MC4R) beta-arrestin; P32245; U2OS MC4R beta-arrestin complementation, luminescence; percent of melanotan II response, DMSO zero; activation, % at 8.9 µM; 360,000 tested, 0.98% active;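 active means activation above a per-plate cutoff, the mean activation of sample wells on that plate plus 3 SD, cut at about 8% in these data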
PDI inh = PDI (human) enzyme inhibition; P07237; PDI insulin aggregation turbidity, A650, 90 min; inhibition, % at 10 µM; 350,000 tested, 0.052% active;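 active means mean inhibition across replicates of 30% or more, whatever share of single replicates reach that level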;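 further: absorbance from insulin aggregation driven by PDI reduction with DTT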
N-glyco inh = blocks N-linked glycosylation in D54 reporter cells | D54 ERlucT glycosylation luciferase reporter, 24 h; percent of 100 nM tunicamycin response | reporter increase, % at 12.5 µM | 360,000 tested, 0.23% active | AID 588692;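 active means mean luciferase reporter signal, scaled so untreated is 0 and the glycosylation-blocking control 100, at or above a set limit in every replicate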;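 further: luciferase carries N-glycosylation sites so blocking glycosylation raises the light; 0% = median of neutral control wells and 100% = median of 100 nM tunicamycin wells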
ABCB6 inh MLPCN = blocks the human ABCB6 transporter; Q9NP58; K562-ABCB6 porphyrin accumulation, flow cytometry, 1 h; stronger effect = lower value; fluorescence ratio to DMSO, % at 10 µM; 360,000 tested, 0.19% active;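 active means fluorescence ratio to DMSO below 75%, the collection mean minus 3 SD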;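 further: signal is porphyrin accumulated inside mitochondria; 100% equals median channel fluorescence of DMSO control wells; lower ratio means ABCB6 inhibition with less porphyrin fluorescence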
Target sequence (Q9NP58 whole entry, looked up): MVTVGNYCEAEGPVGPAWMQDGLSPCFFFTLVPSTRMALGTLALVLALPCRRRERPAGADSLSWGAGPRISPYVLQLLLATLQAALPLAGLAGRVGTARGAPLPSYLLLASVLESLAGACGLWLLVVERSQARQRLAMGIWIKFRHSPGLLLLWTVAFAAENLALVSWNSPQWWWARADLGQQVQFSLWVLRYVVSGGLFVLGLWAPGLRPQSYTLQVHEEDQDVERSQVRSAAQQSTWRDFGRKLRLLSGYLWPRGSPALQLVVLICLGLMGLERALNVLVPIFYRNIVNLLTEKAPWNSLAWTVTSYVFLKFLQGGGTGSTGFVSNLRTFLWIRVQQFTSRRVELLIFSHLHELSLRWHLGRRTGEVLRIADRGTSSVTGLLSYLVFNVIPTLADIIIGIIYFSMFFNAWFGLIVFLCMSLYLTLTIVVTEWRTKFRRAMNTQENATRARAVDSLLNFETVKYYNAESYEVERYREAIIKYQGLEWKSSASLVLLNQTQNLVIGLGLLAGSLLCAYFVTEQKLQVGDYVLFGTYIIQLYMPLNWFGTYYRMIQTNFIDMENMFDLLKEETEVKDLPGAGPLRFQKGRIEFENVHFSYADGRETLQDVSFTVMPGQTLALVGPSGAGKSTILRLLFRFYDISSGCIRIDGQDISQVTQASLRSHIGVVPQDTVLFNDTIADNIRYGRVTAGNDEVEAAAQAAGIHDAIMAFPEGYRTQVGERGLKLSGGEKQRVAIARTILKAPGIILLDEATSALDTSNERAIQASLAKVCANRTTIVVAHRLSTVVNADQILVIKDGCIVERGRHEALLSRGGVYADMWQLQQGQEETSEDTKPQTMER
ABHD5-PLIN5 inh = blocks binding of human ABHD5 to perilipin-5; Q00G26+Q8WTS1; Split G. princeps luciferase complementation, luminescence, 4 h; inhibition, % at 4 µM; 360,000 tested, 0.78% active;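 active means inhibition above the mean inhibition across every tested compound plus 3 SD, cut at about 22% in these data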;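 further: 0% = DMSO only wells and the 100% control is not disclosed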
m5-HT2A agonist = agonists of mouse serotonin 5-HT2A receptor (HTR2A). AID 624169. 360,000 tested, 0.66% active. P35363. CHO-K1 mHTR2A beta-arrestin complementation, luminescence; percent of 30 µM serotonin response. activation, % at 7.6 µM;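 active means activation above a run cutoff, the mean activation of all tested compounds plus 3 SD, cut at about 14% in these data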;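 further: 0% = plate median of compound wells and 100% = 30 µM serotonin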
* hit, by the source's call; x = not tested or not shown. Compounds as they come; any-hit rate near 4.2%.

No.	SMILES	MC4R ag barr	Granule exo inh	CaV13 ICDI inh	MC4R antagonist	PDI inh
1	O=C1NC(=O)/C(=C\c2ccccc2OCc2cccc([N+](=O)[O-])c2)N1	-2.6	-1	-5	-7	2
2	C=C(C)Cn1c(CNC(C)=O)nc2ccccc21	0.7	-1	-5	8	-10
3	CCC(=O)c1ccccc1OCC(=O)Nc1c(C)cccc1C	-1.9	-9	-4	0	22
4	Cc1n[nH]c(=O)n1-c1ccc(C(C)C)cc1	-2.9	-2	3	8	0
5	O=C(Nc1ccc(F)c(Cl)c1)C1Cc2c(-c3ccco3)ccnc2O1 (stereo unspecified)	6.1	-5	-5	-10	-5
6	CCOC(=O)[C@@H]1[C@H]2COc3ccccc3[C@H]2N2C(=O)N(c3cccc(C)c3)C(=O)[C@]12C	-1.0	37	-5	2	14
7	NS(=O)(=O)c1ccc(CCNC(=O)COC(=O)C2CCN(c3ccc(C(F)(F)F)cn3)CC2)cc1	-2.5	0	-4	14	0
8	O=C(NCC1CCCCC1)c1ccc([N+](=O)[O-])cc1	-0.6	2	-18	1	5
9	Cc1ccc(CS(=O)(=O)CCC(=O)NCCCOC(C)C)cc1	-0.6	1	x	12	1
10	COC(=O)c1c(NC(=O)CN2C(=O)NC3(CCCCC3C)C2=O)sc2c1CCC2 (stereo unspecified)	1.3	4	-4	10	-15

No.	ABHD5-PLIN5 inh	N-glyco inh	m5-HT2A agonist	ABCB6 inh MLPCN	H9c2 protect
1	-3	3	-3	96	15
2	-5	0	10	96	-3
3	1	-3	4	107	8
4	-1	-1	-6	102	2
5	4	-2	-5	95	1
6	-2	-1	0	88	4
7	0	-1	-1	99	-8
8	-4	0	0	98	1
9	-7	0	1	96	-2
10	5	5	1	99	-5

More compounds follow:
No.	SMILES	MC4R ag barr	Granule exo inh	CaV13 ICDI inh	MC4R antagonist	PDI inh
11	O=C(CC[C@H]1O[C@@H](n2ccc(=O)[nH]c2=O)[C@H](O)[C@@H]1O)N[C@H](Cc1ccccc1)C(=O)NCc1ccco1	x	-2	-7	x	x
12	COc1ccccc1C(=O)NC(CCSC)C(=O)NNC(=O)c1ccccc1O (stereo unspecified)	1.4	5	-2	7	12
13	C=CCN(c1ccccc1)S(=O)(=O)c1cccc(C(=O)N2CCCC2)c1	-1.0	20	-4	9	-2
14	COc1cccc(CNC(=O)c2ccc(CS(=O)(=O)Cc3ccccc3C)o2)c1	2.1	4	-2	7	9
15	Cc1ccc(S(=O)(=O)NCC(=O)N2CCCC2C(=O)O)cc1 (stereo unspecified)	-1.6	24	-19	-3	10
16	CCCCCn1c(=O)[nH]c2cc(C(=O)NCCCN3CCCCC3CC)ccc2c1=O (stereo unspecified)	-1.3	1	-3	-4	-11
17	O=C(CSc1nnc(NC(=O)c2cccc(F)c2)s1)NC1CC1	0.6	-1	-4	-1	7
18	COC(=O)c1ccc(Oc2cc(C)nc(Cl)n2)cc1	-0.4	-9	-2	-5	0
19	CCCNC(=O)C1(C)CCN(C(=O)c2ccc3c(c2)CCO3)C1 (stereo unspecified)	0.9	3	-15	-2	5
20	COCC(=O)OCC(=O)Nc1cc([N+](=O)[O-])ccc1Cl	-3.4	-3	2	1	6

No.	ABHD5-PLIN5 inh	N-glyco inh	m5-HT2A agonist	ABCB6 inh MLPCN	H9c2 protect
11	0	5	5	97	6
12	3	-3	6	99	35
13	7	-1	9	96	-5
14	7	-1	-7	96	-1
15	-2	3	-1	98	-2
16	-1	-4	-3	98	4
17	-1	-1	2	98	-6
18	-6	0	-1	105	-1
19	12	3	7	106	8
20	0	2	0	100	-2

New compounds follow:
No.	SMILES	MC4R ag barr	Granule exo inh	CaV13 ICDI inh	MC4R antagonist	PDI inh
21	Cc1cccc(S(=O)(=O)NC(=O)C2(C)CCN2C(=O)CCC2CCCC2)c1 (stereo unspecified)	-1.8	8	-11	13	0
22	CC1(C(=O)NS(=O)(=O)c2cccc(C#N)c2)CCN1C(=O)Cc1ccc(Cl)cc1Cl (stereo unspecified)	-0.2	5	-5	8	4
23	Cc1ccc(C(=O)NCc2ccc3c(c2)OCO3)o1	-0.2	4	-5	8	0
24	CC1(C)C(=O)OC(c2cc(Br)ccc2O)C(C)(C)C1=O (stereo unspecified)	-1.2	14	-5	0	-6
25	CCN(C(=O)COC(=O)c1c(C)nn(-c2ccccc2)c1Cl)c1c(N)n(Cc2ccccc2)c(=O)[nH]c1=O	-1.5	-3	-15	-2	6
26	O=C(Nc1cc(NC(=O)c2ccccc2F)ccc1Cl)c1ccccc1	0.0	-4	-5	12	-1
27	Fc1cccc(Nc2nc(N3CCOCC3)nc(N3CCOCC3)n2)c1	-1.6	-1	-1	5	-12
28	CC(OC(=O)c1ccc(NC(N)=O)cc1)C(=O)Nc1ccc2c(c1)OCCO2 (stereo unspecified)	0.1	7	-4	6	-3
29	COCCn1c(N)c(N(Cc2ccccc2)C(=O)c2cc(=O)[nH]c3ccccc23)c(=O)[nH]c1=O	-1.8	2	-6	5	-11
30	O=C(NCC1CCCO1)c1ccc(Cn2c(=S)[nH]c3ccccc3c2=O)cc1 (stereo unspecified)	2.7	-3	4	2	5

No.	ABHD5-PLIN5 inh	N-glyco inh	m5-HT2A agonist	ABCB6 inh MLPCN	H9c2 protect
21	0	0	3	101	-2
22	-9	0	5	85	2
23	13	0	1	99	2
24	-7	-5	-1	94	-15
25	-1	1	4	94	1
26	4	-1	7	104	-1
27	5	-7	-1	98	13
28	-10	1	0	98	-3
29	-6	3	3	90	0
30	-1	-1	0	91	2

Six records drawn at random from the list so far:
No.	SMILES	MC4R ag barr	Granule exo inh	CaV13 ICDI inh	MC4R antagonist	PDI inh
23	Cc1ccc(C(=O)NCc2ccc3c(c2)OCO3)o1	-0.2	4	-5	8	0
30	O=C(NCC1CCCO1)c1ccc(Cn2c(=S)[nH]c3ccccc3c2=O)cc1 (stereo unspecified)	2.7	-3	4	2	5
28	CC(OC(=O)c1ccc(NC(N)=O)cc1)C(=O)Nc1ccc2c(c1)OCCO2 (stereo unspecified)	0.1	7	-4	6	-3
29	COCCn1c(N)c(N(Cc2ccccc2)C(=O)c2cc(=O)[nH]c3ccccc23)c(=O)[nH]c1=O	-1.8	2	-6	5	-11
21	Cc1cccc(S(=O)(=O)NC(=O)C2(C)CCN2C(=O)CCC2CCCC2)c1 (stereo unspecified)	-1.8	8	-11	13	0
26	O=C(Nc1cc(NC(=O)c2ccccc2F)ccc1Cl)c1ccccc1	0.0	-4	-5	12	-1

No.	ABHD5-PLIN5 inh	N-glyco inh	m5-HT2A agonist	ABCB6 inh MLPCN	H9c2 protect
23	13	0	1	99	2
30	-1	-1	0	91	2
28	-10	1	0	98	-3
29	-6	3	3	90	0
21	0	0	3	101	-2
26	4	-1	7	104	-1

Remaining list, next part.
No.	SMILES	MC4R ag barr	Granule exo inh	CaV13 ICDI inh	MC4R antagonist	PDI inh
31	Cc1nc2cc(C(=O)OCC(=O)Nc3cccc(Cl)c3)ccc2n1-c1ccccc1	-1.3	2	-3	-3	4
32	Cc1ccc(S(=O)(=O)N2CC3(O)CN(C(=O)OC(C)C)N(C(=O)OC(C)C)CC3(OC(=O)NC3CCCC3)C2)cc1 (stereo unspecified)	3.2	-5	-5	4	4
33	Cc1ccc(C)c2[nH]c(=O)c(CN(Cc3ccco3)C(=S)NCC3CCCO3)cc12 (stereo unspecified)	-0.2	-5	-5	7	-2
34	CCOc1ccccc1NC(=O)C1CCCN1C(=O)OCc1ccccc1 (stereo unspecified)	-0.9	1	-2	4	-10
35	Cc1cc(C)cc(N2C(=O)C=CC2=O)c1	-3.5	-2	-2	33*	-9
36	CCOC(=O)C1(Cc2ccc(OC)cc2)CCN(C(=O)c2ccoc2C)CC1	-2.8	2	-5	-1	7
37	O=C(CSc1nnc2c(n1)[nH]c1ccc(F)cc12)N1CCOCC1	-3.5	-1	-23	12	-2
38	COC(=O)c1ccc(CSCc2ccc(C(=O)OC)o2)o1	0.9	-5	-17	-2	0
39	COc1ccc(/C=N/NC(=O)c2cccs2)c2ccccc12	-2.1	-14	-5	-5	-1
40	Cc1ccc2nc(CSc3nc(C)nc4c3oc3ccccc34)[nH]c2c1	-0.8	-7	-11	4	0
41	CCc1nnc(NC(=O)C(CC)CC)s1	-0.2	-4	7	13	0
42	CCCN(C(=O)c1cc(S(=O)(=O)N2CCCCCC2)ccc1OC)C1CCS(=O)(=O)C1 (stereo unspecified)	-3.3	3	-6	0	0
43	COc1ccc(Cn2cc(CN3CC(N4CC=CC4)CS3(=O)=O)nn2)cc1 (stereo unspecified)	x	-7	-9	x	x

No.	ABHD5-PLIN5 inh	N-glyco inh	m5-HT2A agonist	ABCB6 inh MLPCN	H9c2 protect
31	-4	6	0	99	-5
32	2	-2	7	93	14
33	5	-2	-2	100	0
34	11	-1	-7	99	7
35	35*	-4	1	96	-22
36	-3	0	2	105	4
37	-2	0	2	113	2
38	-4	1	4	99	-1
39	1	-2	-4	93	31
40	2	4	2	97	-3
41	2	2	-1	105	6
42	8	-1	-1	97	6
43	0	x	4	98	x
